Assay outcomes (PubChem BioAssay)
MCF10A rereplic = A quantitative high throughput screen for small molecules that induce DNA re-replication in MCF 10a normal breast cells | MCF 10A DNA re-replication, Hoechst nuclear intensity, 48 h | Potency, µM (series often up to 46.1 µM), inactives show at the top dose activity, positive = re-replication, actives largely listed as activators | actives 2.9% (n = 350,000) | AID 624296, 2012; further: potency means the concentration at half of the fitted maximal effect; % of control where 0% means no effect; nearly all actives have a fitted effect of over 50% in size
A549 viability = Nrf2 qHTS screen for inhibitors: counterscreen for cytotoxicity; A549 ARE-Fluc cells, CellTiter-Fluor viability, 18-24 h; Potency, µM (highest dose often 46 µM), inactives show at the top dose activity change, negative = cytotoxicity, actives largely listed as inhibitors; actives 0.16% (n = 390,000); AID 504648, 2011; further: potency means the concentration at half of the fitted maximal effect; on the % scale 0 is the no-effect control and ±100 the full control effect
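Cytotoxicity counterscreen: CellTiter-Fluor fluorescence was measured in A549 ARE_Fluc cells after 18-24 h of compound exposure in a concentration series. The subsequent BugLite luminescent read reports ARE-luciferase activity.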
ATXN viability = Viability Counterscreen for Primary qHTS for Inhibitors of ATXN expression; S2 cells (HEK-293 line with an ATXN2-luciferase reporter) viability, CellTiter-Fluor protease fluorescence, 24 h; Potency, µM (top dose mostly 56.7 µM), actives largely listed as cytotoxic; actives 0.49% (n = 400,000); further: potency means the concentration at half of the fitted maximal effect; nearly all actives have a fitted effect of over 40% in size
IL-1B inflam inh = qHTS for Inhibitors of Inflammasome Signaling: IL-1-beta AlphaLISA Primary Screen; actives 4.7% (n = 360,000); activity change, % at 57.5 µM; THP-1 LPS/ATP IL-1B secretion, AlphaLISA, 16 h; hits give low values; in the data active means activity change below about -50%; inconclusive means mostly about -30% to -49%; further: on the % scale 0 is the no-effect control and ±100 the full control effect
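THP-1 cells pretreated 1 hr with compounds (up to 57.5 uM final), then stimulated with LPS (250 ng/mL final) plus ATP (1.25 mM final); secreted IL-1B measured by AlphaLISA after 16 hr, decreased signal indicating inhibition.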
HepG2 viability = qHTS for Inhibitors of TGF-b: Cytotox Counterscreen; AID 588856, 2011; Potency, µM (titrated, usually from 46.1 µM), for the others: top-dose activity change, negative = cytotoxicity, hits mostly cytotoxic; actives 0.76% (n = 410,000); HepG2 CAGA-GFP viability, ATP luminescence, 18 h; further: potency means the concentration at half of the fitted maximal effect; some results filed as inactive show a strong effect at the top dose
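CellTiter-Glo luminescence gave cytotoxicity after 18 hours at 37 degrees C. The cells were HepG2 CAGA-GFP in 1% FBS DMEM, stimulated with 500 pg/mL TGF-beta after compound addition. %Activity was normalised to no-cell wells (complete cell-killing) and DMSO (no toxicity), and curves were fitted and classified.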
ATXN2 expr inh = Primary qHTS for Inhibitors of ATXN expression | HEK-293 ATXN2-luciferase reporter, luminescence, 24 h | Potency, µM (top dose mostly 57 µM), for inactives: top-dose activity change, negative = inhibition, hits mostly inhibitors | actives 0.72% (n = 360,000); further: potency means the concentration at half of the fitted maximal effect; on the % scale 0 is the no-effect control and ±100 the full control effect; nearly all actives have a fitted effect of over 55% in size
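qHTS (up to 57 uM final) was run with 24 h compound exposure of reporter cells at 37 °C. Each well was multiplexed: SteadyGlo luminescence measured ATXN2-luciferase expression after a fluorogenic Gly-Phe-AFC viability readout (25 uM final).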
Nrf2 inh = Nrf2 qHTS screen for inhibitors; A549 ARE-Fluc reporter, luciferase luminescence, 18-24 h; Potency, µM (series often up to 46 µM), inactives show at the top dose activity change, negative = inhibition, usual class: inhibitors; actives 2.1% (n = 360,000); AID 504444, 2011; further: potency means the concentration at half of the fitted maximal effect; on the % scale 0 is the no-effect control and ±100 the full control effect; nearly all actives have a fitted effect of over 60% in size
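Quantitative HTS in A549 cells stably bearing an antioxidant response element-firefly luciferase construct. Inhibition of Nrf2-driven transcription was scored by luminescence after 18-24 h of compound exposure at 37 °C.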
Nrf2 ARE act = qHTS of Nrf2 Activators; Potency, µM (highest dose often 46.1 µM), for inactives: at the top dose activation, usual class: activators; AREc32 ARE-luciferase reporter (MCF7-derived line), luminescence, 24 h; AID 624171, 2012; actives 0.31% (n = 410,000); further: potency means the concentration at half of the fitted maximal effect; % of control where 0% means no effect; nearly all actives have a fitted effect of over 65% in size
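Cells of the AREc32 ARE-luciferase line are plated in OPTI-MEM containing 5% FBS and left overnight at 37 deg C. Compounds are pinned in, incubation continues 24 hr, and firefly luciferase signal is then measured.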
TGFb inhibitor = qHTS for Inhibitors of TGF-b. Potency, µM (top dose mostly 46.1 µM), for the others: top-dose activity, negative = inhibition, most hits filed as inhibitors. HepG2 CAGA-GFP TGF-b/SMAD3 reporter, GFP fluorescence, 18 h; TGF-beta stimulated, 500 pg/mL final. AID 588855, 2011. actives 1.2% (n = 410,000); further: potency means the concentration at half of the fitted maximal effect; on the % scale 0 is the no-effect control and ±100 the full control effect; nearly all actives have a fitted effect of over 65% in size
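HEPG2 CAGA-GFP cells (1000/well, DMEM with 1% FBS) were pre-incubated 2 h at 37 degrees C, given compound by pin tool, then stimulated with TGF-beta at 500 pg/mL final for 18 h before per-cell GFP fluorescence imaging.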
Starred values were filed as active, the others as inactive; i = inactive; u = inconclusive; x = not tested or not shown; [ ] = another dose, or the depositor's remark. Unless noted, the call rests on the fitted dose curve; in most records, active means well fitted curve in the direction sought with a large enough effect; inconclusive means small, poorly fitted or top-dose-only effect, or another doubt; inactive means no such curve, though single readings can be large; an effect the other way counts as inactive or inconclusive.

cpd | molecule | ATXN viability | A549 viability | MCF10A rereplic | ATXN2 expr inh | Nrf2 inh | IL-1B inflam inh | TGFb inhibitor | Nrf2 ARE act | HepG2 viability
1 | NS(=O)(=O)c1ccc(CCn2c(=S)[nH]c3ccccc3c2=O)cc1 | i | 1.3% | u | -18.3% | -11.4% | 12.3 | -8.2% | 0.0% | -15.4%
2 | Cc1[nH]n(-c2ccccc2)c(=O)c1/C=N/NC(=O)c1cccc([N+](=O)[O-])c1 | u | -8.4% | u | 14.1µM* | -17.4% | 134.6 | u | -0.2% | -66.6%
3 | CCOc1ccc(-c2c(C(=O)N/N=C/c3ccc(C)cc3)nnn2-c2nonc2N)cc1 | i | 0.0% | 8.7% | x | u | 9.9 | -25.9% | -0.3% | 3.2%
4 | CCNC(=S)Nc1c(C)n(C)n(-c2ccccc2)c1=O | u | -2.3% | -3.7% | -16.6% | -1.8% | -5.2 | -3.2% | 0.8% | -0.1%
5 | CC1(C(=O)Nc2ccccc2)CCN1C(=O)C1(c2ccccc2)CC1 (stereo not given) | i | x | x | -8.0% | x | 8.3 | -5.9% | -0.6% | -33.8%
6 | Cc1ccc(C(C)C)c(OCCNC(=O)c2ccccc2O)c1 | i | -1.8% | u | -35.2% | -7.1% | -80.6* | u | 5.1% | -27.2%
7 | O=C(NNC(=O)c1cccs1)c1ccc2ccccc2c1 | i | 7.3% | -1.0% | 32.0% | u | -16.2 | 14.6% | 3.5% | 7.1%
8 | COc1ccc(S(=O)(=O)N2CCC(C(N)=O)CC2)cc1C(=O)N1CCCCCC1 | i | 3.0% | 0.3% | 1.0% | 3.7% | -7.4 | -2.5% | -0.1% | -0.3%
9 | O=C(Nc1ccccc1N1CCCCC1)c1cccc(F)c1 | x | 6.5% | u | x | 2.3% | 43.9 | -17.4% | 0.2% | -16.2%
10 | CCc1ccc(-c2cc(C)no2)cc1S(=O)(=O)N1CCN(c2ccccc2)CC1 | i | 13.8% | 29.3% | -23.1% | -1.3% | 0.0 | -26.4% | -0.4% | -13.4%
11 | O=C(COC(=O)CC(c1ccccc1)c1ccccc1)Nc1cccc(F)c1 | i | 10.8% | -1.4% | 0.2% | 1.5% | 0.0 | u | -0.5%[9.22 µM] | 6.0%
12 | Cc1cccc(-n2ccc(=O)c(C(=O)Nc3ccc(S(=O)(=O)Nc4onc(C)c4C)cc3)n2)c1 | i | 0.7% | 3.5% | 15.0% | 10.4% | 23.8 | 0.2% | -0.2% | -2.1%
13 | Clc1ccccc1OCCSc1nnc(-c2cccs2)o1 | i | 11.0% | x | 11.9% | 18.4% | x | u | 17.7% | -1.7%
14 | COc1cc([N+](=O)[O-])ccc1N | i | -16.1% | -0.4% | -13.0% | -22.6% | 10.6 | 0.0% | -0.4% | -1.4%
15 | CC1CN(S(=O)(=O)c2cc(C(=O)N(C)Cc3cccs3)ccc2Cl)CC(C)O1 (stereo not given) | i | -11.7% | 11.1% | -22.3% | u | 31.7 | -15.9% | -0.1% | -1.4%
16 | CCOc1cc(N2CCOCC2)c(OCC)cc1NC(=O)c1nc2nc(C)cc(C)n2n1 | i | 1.1% | 1.8% | 6.6% | 3.8% | 7.6 | u | 0.1% | 5.8%
17 | CC(C)Oc1ccc(C(CCNCc2ccc(O)cc2)c2ccccc2)cc1 (stereo not given) | x | -29.3% | u | u | -29.5% | -91.3* | 14.1µM* | -1.4% | -91.9%
18 | Cn1cnc(S(=O)(=O)Nc2ccc(OC(F)(F)F)cc2)c1 | i | 13.1% | -5.9% | -18.2% | 18.2% | -5.3 | -0.9% | 0.0% | 0.7%
19 | Cc1ccccc1N(C)S(=O)(=O)c1ccc2[nH]cc(C(=O)NCC3CCCO3)c(=O)c2c1 (stereo not given) | i | 0.1% | 3.1% | 3.4% | -0.3% | 0.0 | -33.1% | 0.1% | -4.3%
20 | CC1=NN(c2ccc(C)cc2)C(=O)/C1=C/c1ccc(-c2cc([N+](=O)[O-])ccc2O)o1 | u | -6.1% | 2.6% | x | 2.5% | 32.2 | u | 2.7% | -53.8%
21 | COc1ccccc1NC(=O)C1CCCN1S(=O)(=O)c1cccc2nsnc12 (stereo not given) | i | 12.6% | -0.9% | x | u | 5.4 | 0.5% | 0.3% | 5.3%
22 | OCc1cn(-c2ccccc2)nc1-c1cccnc1 | i | -2.9% | -2.6% | 0.3% | 3.2% | 13.9 | -31.4% | 2.6% | 9.5%
23 | O=C1CCc2cc(S(=O)(=O)Nc3ccccc3)cc3c2N1CCC3 | i | 1.1% | 0.1% | -3.1% | -11.7% | 20.8 | 19.8% | 3.5% | 1.2%
24 | O=C(O)c1ccc(NCCC2=CCCCC2)c([N+](=O)[O-])c1 | u | -12.1% | 2.7% | -6.1% | 6.5% | 15.5 | 0.9% | 4.5% | -40.1%
25 | CCOC(=O)c1nnn(CC(=O)Nc2cc(F)ccc2F)c1C(=O)OCC | i | -7.5% | u | 1.8% | 21.9% | -73.2* | -7.1% | 0.6% | -1.3%
26 | Cc1ccc(C(=O)COC(=O)C2CCC2)cc1 | i | 1.7% | 11.8% | -11.8% | -3.4% | 9.4 | 7.3% | -0.7% | 2.8%
27 | CCOC1=NN(c2ncc(C(F)(F)F)cc2Cl)C(=O)C1 | i | -1.3% | 2.6% | -7.0% | 5.2% | -7.1 | u | -0.4% | 8.8%
28 | Cc1ccccc1NC(=S)NC(C)C(c1cccs1)N1CCOCC1 (stereo not given) | i | -5.8% | 0.0% | -9.1% | 0.8% | 9.7 | 0.5% | -0.4% | -11.7%
29 | O=C(NCCCn1ccnc1)c1noc2c1CCc1ccccc1-2 | i | 6.7% | 1.7% | 4.3% | x | -6.5 | -13.3% | -0.5% | -20.4%
30 | O=C(NCCc1ccccc1)c1cnc(Cl)c(Cl)c1 | i | -0.9% | -14.6% | 19.9% | u | -87.3* | -24.8% | 3.8% | -49.3%
31 | COc1cc(C(=O)OCC(=O)N(C)Cc2ccccc2)cc(OC)c1OC | i | -1.4% | -0.7% | 3.2% | -0.1% | -5.1 | 6.7% | -0.3% | -2.7%
32 | COCCn1c(Sc2ccc(C)cc2)nc2c1c(=O)[nH]c(=O)n2C | i | 10.7% | -3.1% | -6.2% | u | 23.1 | -1.4% | 0.6% | -34.8%
33 | COc1ccc(S(=O)(=O)N2CCOCC2)cc1C(=O)NCc1ccccc1CN1CCCC1 | u | 17.0% | 3.5% | 9.6% | 3.3% | -0.9 | 8.7% | -1.1% | -0.9%
34 | O=C1OCCN1C(=O)[C@H]1[C@H](c2ccc(Cl)cc2)C(c2cccc(Cl)c2)=NN1c1ccccc1 | x | u | u | -4.8% | u | 30.6 | -27.2% | 2.9% | -13.4%
35 | Cc1oc(-c2ccc3ccccc3c2)nc1CN(C)C(C)c1ccncn1 (stereo not given) | i | 9.5% | 25.5% | 5.0% | 4.0% | 0.0 | 0.0% | 8.2% | -2.3%
36 | CSc1nc2c(c(-c3ccc(O)cc3)c1C#N)CCC2 | i | -0.1% | 25.9µM* | -15.0% | -27.9% | 19.8 | 0.0% | -0.4% | -105.9%
37 | CC(C)n1c(O)c(N=Nc2ccc(Cl)c(C(=O)O)c2)c2ccccc21 | u | -29.6% | 13.2% | x | -19.8% | 5.7 | 3.6% | -0.3% | 13.6%
38 | COCCN(C(=O)COC(=O)c1cc2c(s1)CCC2)c1c(N)n(Cc2ccccc2)c(=O)[nH]c1=O | i | -0.6% | 1.2% | 9.4% | -3.5% | 6.6 | 1.3% | 0.2% | 0.6%
39 | CSc1ncc(S(=O)(=O)c2ccccc2)c(=O)[nH]1 | u | 8.3% | -5.3% | -20.5% | 0.6% | -4.9 | -0.3% | -0.4% | -1.5%
40 | OCC1(Cc2ccccc2)CCN(Cc2ccc(C(F)(F)F)cc2)CC1 | i | -1.1% | u | -37.8% | -1.8% | -50.9* | u | -0.7% | -63.3%

The list goes on; it opens with the two that closed the last part.
cpd | molecule | ATXN viability | A549 viability | MCF10A rereplic | ATXN2 expr inh | Nrf2 inh | IL-1B inflam inh | TGFb inhibitor | Nrf2 ARE act | HepG2 viability
39 | CSc1ncc(S(=O)(=O)c2ccccc2)c(=O)[nH]1 | u | 8.3% | -5.3% | -20.5% | 0.6% | -4.9 | -0.3% | -0.4% | -1.5%
40 | OCC1(Cc2ccccc2)CCN(Cc2ccc(C(F)(F)F)cc2)CC1 | i | -1.1% | u | -37.8% | -1.8% | -50.9* | u | -0.7% | -63.3%
41 | Cc1ccc(-c2nc(NCCCN(C)C)c3ccccc3n2)cc1 | i | x | x | x | x | u | -2.1% | 6.2% | -39.6%
42 | O=C(Cc1cc(=O)[nH]c(=O)[nH]1)NCC1CCCO1 (stereo not given) | i | 0.5% | -0.4% | 8.4% | -13.8% | 26.7 | -27.6% | -1.0% | -22.9%
43 | Cc1cc(C)nc(SCC(=O)OCN2C(=O)c3ccccc3C2=O)n1 | i | -7.1% | 0.5% | 8.4% | 2.5% | 12.1 | 1.7% | 0.6% | 8.3%
44 | O=C(COc1ccc([N+](=O)[O-])cc1)Nc1cccc(C(=O)Nc2ccccc2C(=O)O)c1 | i | 1.6% | -22.9% | -22.1% | -11.0% | 8.0 | -3.1% | -0.1% | 18.2%
45 | CC1(C(=O)NS(=O)(=O)C2CC2)CCN(C(=O)c2cccc(OC(F)(F)F)c2)C1 (stereo not given) | i | x | x | -5.1% | x | 19.2 | u | 0.2% | -8.9%
46 | COc1ccc(S(=O)(=O)NCC(c2ccc(N(C)C)cc2)N2CCc3ccccc32)cc1 (stereo not given) | i | 6.4% | x | 11.8% | x | x | -15.9% | -1.4% | -15.5%
47 | CCOC(=O)c1c(NC(=O)COC(=O)c2c(C)noc2C)sc2c1CCC2 | i | 0.4% | 6.2% | -11.2% | 3.9% | 5.9 | 3.4% | -0.6% | 7.0%
